# CAL PDZ inh: CAL PDZ peptide-binding inhibitors, primary screen, biochemical, fluorescence polarization, Cer-tagged CAL PDZ, HTS | purified CAL PDZ, TMR-peptide fluorescence polarization, 1 h | Golgi-associated PDZ and coiled-coil motif-containing protein (Homo sapiens), Q9HD26 | inhibition, % at 20 µM | 330,000 tested, 0.02% active | AID 504414, 2011;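 active = highest replicate inhibition of at least 40%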;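 also: plate controls were DMSO neutral control wells for no effect and unlabeled competitor peptide control wells for full effect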
#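 Control set: unlabelled peptide and DMSO controls / Material: purified CerCALP PDZ construct / Timing: 1 h incubation at room temperature before polarization reading / Doses: 20 µM, one dose / Detection: fluorescence polarization (mP)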
# Ecoli viability: E. coli V3065 growth inhibition, primary screen, counter-screen for AddAB inhibitor project, absorbance, OD600. 18 h. inhibition, % at 11.9 µM. 330,000 tested, 0.27% active. AID 449728, 2010;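 active = inhibition above the campaign's mean inhibition across all tested compounds plus 3 SD, cut at about 9.9% in these data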;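 also: uninfected addAB+ strain grown without phage in ampicillin broth; 0% = DMSO wells and 100% = ciprofloxacin 0.95 µg/ml wells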
# Wnt act: Wnt/beta-catenin pathway activators, primary screen, cell-based, plate reader, single point | activation, % at 9.35 µM | Wnt/beta-catenin reporter cell assay, activator | 300,000 tested, 1.2% active; in the data active = activation above about 30%, passing the limit was not always enough;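 also: 0% = neutral control wells and 100% = positive control wells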
# AddAB inh: growth inhibition of E. coli expressing H. pylori AddAB, primary screen, AddAB inhibitor project, absorbance. inhibition, % at 11.9 µM. 330,000 tested, 0.29% active. AID 435030, 2010; in the data active = inhibition above about 12%;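 also: 0% = vehicle wells of infected cells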
# PvdQ inh: P. aeruginosa PvdQ acylase inhibitors, primary screen, biochemical, fluorescence, plate reader and imaging, single point. PvdQ acylase [Pseudomonas aeruginosa LESB58]. purified PvdQ acylase. inhibition, % at 10 µM. 340,000 tested, 0.063% active; in the data active = inhibition above about 30%, passing the limit was not always enough;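 also: 0% = vehicle neutral wells and 100% = reference inhibitor wells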
# DAGLB inh: DAGLB lipase inhibitors, primary screen, biochemical, fluorescence, HTS | HEK293T DAGLB membrane lysate, EnzChek fluorogenic substrate | Diacylglycerol lipase-beta (Homo sapiens), Q8NCG7 | inhibition, % at 5.17 µM | 340,000 tested, 0.059% active; in the data active = inhibition above about 34%;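 also: 0% = enzyme with vehicle and 100% = wells lacking enzyme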
# Target sequence (Q8NCG7 whole entry, looked up): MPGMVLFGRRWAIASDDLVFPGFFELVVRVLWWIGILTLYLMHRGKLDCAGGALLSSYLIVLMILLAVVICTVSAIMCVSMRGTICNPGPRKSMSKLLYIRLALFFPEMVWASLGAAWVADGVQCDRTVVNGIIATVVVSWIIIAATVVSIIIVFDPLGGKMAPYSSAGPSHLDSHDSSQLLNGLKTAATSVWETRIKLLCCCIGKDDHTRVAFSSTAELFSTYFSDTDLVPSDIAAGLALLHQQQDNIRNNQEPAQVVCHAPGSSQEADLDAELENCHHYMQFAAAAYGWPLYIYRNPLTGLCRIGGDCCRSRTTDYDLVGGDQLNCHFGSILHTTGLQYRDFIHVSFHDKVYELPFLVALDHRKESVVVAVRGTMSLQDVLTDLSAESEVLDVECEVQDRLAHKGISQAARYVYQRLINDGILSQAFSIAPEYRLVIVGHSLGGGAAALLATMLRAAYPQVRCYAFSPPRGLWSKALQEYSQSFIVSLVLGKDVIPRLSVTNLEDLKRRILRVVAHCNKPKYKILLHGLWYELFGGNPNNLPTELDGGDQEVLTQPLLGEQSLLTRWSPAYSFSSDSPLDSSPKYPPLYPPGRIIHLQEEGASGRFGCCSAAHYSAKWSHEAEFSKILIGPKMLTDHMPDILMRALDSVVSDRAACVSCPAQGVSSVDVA
# Tat export inh: E. coli Tat export inhibitors, primary screen, MC4100, TorA-mCherry reporter, fluorescence, single point; inhibition, % at 10 µM; 340,000 tested, 0.036% active; AID 488895, 2010;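 active = mean replicate inhibition at least 50% and at least half of replicates individually reaching 50%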;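 also: exported cargo escapes ClpAP degradation while cytoplasmic cargo is degraded and loses fluorescence; 0% = median of neutral control wells and 100% = median of NaSCN control wells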
# phage Ecoli inh: growth loss of phage-infected E. coli, primary screen, RecBCD inhibitor project, absorbance, with phage, HTS; inhibition, % at 11.9 µM; 360,000 tested, 0.26% active; in the data active = inhibition above about 11%
# Rtt109 Vps75: inhibitors of C. albicans Rtt109/Vps75 HAT, primary screen, biochemical, ThioGlo CoA-SH fluorescence, plate reader; inhibition, % at 34.9 µM; 330,000 tested, 0.16% active; Histone acetyltransferase RTT109 (Candida albicans (strain SC5314 / ATCC MYA-2876)), …; purified Rtt109/Vps75, 4 h;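 active = inhibition of at least 50% in every replicate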
# Target sequence (Q5AAJ8 whole entry, looked up): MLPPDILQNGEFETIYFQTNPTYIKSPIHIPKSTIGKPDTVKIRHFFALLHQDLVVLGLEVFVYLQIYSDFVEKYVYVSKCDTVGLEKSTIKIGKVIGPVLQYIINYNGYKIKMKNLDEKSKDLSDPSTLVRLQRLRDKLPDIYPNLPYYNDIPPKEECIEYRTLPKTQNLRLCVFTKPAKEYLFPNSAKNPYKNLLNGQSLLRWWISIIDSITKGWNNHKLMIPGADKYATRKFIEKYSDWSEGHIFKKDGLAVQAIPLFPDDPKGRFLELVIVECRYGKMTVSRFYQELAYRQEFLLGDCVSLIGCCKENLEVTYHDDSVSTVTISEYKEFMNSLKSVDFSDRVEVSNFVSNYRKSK
# PfHsp90 set2: growth inhibition of PfHsp90-expressing yeast, primary screen, antimalarial PfHsp90 inhibitor project, S. cerevisiae, BacTiter-Glo luminescence, single point, set 2 | inhibition, % at 9.4 µM | BacTiter-Glo ATP, 48 h; yeast lacking PDR1 and PDR3 efflux regulators | AID 504621, 2011 | 310,000 tested, 0.32% active;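 active = every replicate shows inhibition above about 80%, whatever the replicate mean, limit read from the data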;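 also: 0% = DMSO neutral controls and 100% = 20 µM radicicol positive controls; yeast relying on Plasmodium falciparum Hsp90 in place of its own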
# * = called active by the depositor; / = not tested or not shown; & = joins results of further samples.
1: Cc1c(Cl)cnc(NC(=O)COC(=O)c2ccc([N+](=O)[O-])s2)c1Cl
2: CCC(C)NC(=O)CCc1c(C)nc2c(c(C)nn2-c2ccccc2)c1C (stereo unspecified)
3: O=C(NC1CCCCC1)C1CCC(=O)N(Cc2cccc(C(F)(F)F)c2)C1 (stereo unspecified)
4: Cc1ccc(N(CC(O)CON=C2c3ccccc3-c3ccccc32)S(C)(=O)=O)cc1 (stereo unspecified)
5: Cc1csc(=O)n1CCC(=O)OCC(=O)c1ccc(Br)cc1
6: CC(=O)N1CCN(C23CC4CC(CC(C4)C2)C3)CC1
7: COc1ccc(C)cc1NCc1cccc(OC)c1OC
8: Cc1ccnc(NC(=O)CCC(=O)N(CC(=O)NC2CCCCC2)Cc2cccs2)c1

Assay by compound	1	2	3	4	5	6	7	8
CAL PDZ inh	-0.9	-0.1	-2.4	-3.1	-0.4	0.2	-2.0	-0.1
Ecoli viability	-1.2	-1.5	2.4	-0.4	3.2	1.2	-2.9	0.8
Wnt act	-3	-2	-2	-2	2	0	/	-1
AddAB inh	0.5	-0.3	1.6	0.4	1.2	4.7	0.5	0.6
PvdQ inh	-2	9	5	-10	-12	-12	-9	1
DAGLB inh	3	-4	-1	-6	1	0	-1	0
Tat export inh	-3	-3	-3	12	-1	1	-8	-8
phage Ecoli inh	1.6	1.4	2.0	1.7	2.1	1.9	-3.2	4.0
Rtt109 Vps75	/	-2	9	1	-5	-4	-5	-13
PfHsp90 set2	-76	10	-11	-61	1	5	10	-5

9: O=C(CN1C(=O)CSc2ccc(S(=O)(=O)N3CCOCC3)cc21)N1CCCCC1
10: CCOC(=O)C(NC(=O)c1ccccc1)(N1CCOCC1)C(F)(F)F (stereo unspecified)
11: CC(=O)c1ccc(NC(=O)c2ccc(-n3cncn3)c([N+](=O)[O-])c2)cc1
12: COc1ccc2cc(C3(C)NC(=O)NC3=O)ccc2c1 (stereo unspecified)
13: CC(C)CC(=O)Nc1cc(NC(=O)CC(C)C)cc(C(=O)NC(C)(C)C)c1
14: O=C(Cc1ccccc1)Nc1ccccc1C(=O)NCC1CCCO1 (stereo unspecified)
15: CCCCn1c(N)c(N(CCC(C)C)C(=O)c2ccc(COc3ccccc3)o2)c(=O)[nH]c1=O
16: COc1cc(CCC(=O)Nc2nnc(-c3cccnc3)s2)cc(OC)c1OC

Assay by compound	9	10	11	12	13	14	15	16
CAL PDZ inh	0.2	-0.9	-3.9	-1.1	1.5	-2.8	0.2	-2.6
Ecoli viability	-1.7	-3.5	0.9	-1.2	1.1	1.7	-1.0	2.9
Wnt act	2	1	-2	0	/	2	0	-3
AddAB inh	3.2	2.0	0.8	2.2	2.9	0.9	-3.2	1.6
PvdQ inh	-6	1	-5	2	-12	-6	0	-2
DAGLB inh	1	-3	1	-2	-5	-3	7	3
Tat export inh	2	2	12	-9	-2	1	27	-2
phage Ecoli inh	-1.4	1.1	1.4	1.8	1.0	2.4	3.0	3.9
Rtt109 Vps75	-1	10	-1	16	-2	-10	3	8
PfHsp90 set2	-3	11	-1	-16	-8	14	/	-1

17: Cc1ccsc1C(=O)Nc1cccc(-n2cnnn2)c1
18: O=C(CC(C(=O)O)P(=O)(c1ccccc1)c1ccccc1)c1ccccc1 (stereo unspecified)
19: COc1ccc(NC(=O)c2cc(C)no2)cc1
20: CCCc1cc(=O)[nH]c(SCC(=O)Nc2sc(C(N)=O)c(C)c2C(=O)OCCOC)n1
21: O=C(NCCCN1CCOCC1)c1ccc(S(=O)(=O)Nc2ccccc2F)cc1
22: CCOC(=O)N1CCC(N2Cc3cccc(C(=O)NCc4ccc(C)cc4)c3C2=O)CC1
23: COc1ccccc1NC(C)C(=O)N/N=C/c1cccs1 (stereo unspecified)
24: COC(=O)CN1C(=O)C(O)(CC(=O)c2ccccc2)c2ccccc21 (stereo unspecified)

Assay by compound	17	18	19	20	21	22	23	24
CAL PDZ inh	-2.0	1.2	-0.4	0.6	1.1	-0.8	-0.3	-0.8
Ecoli viability	1.2	0.3	-0.2	0.7	2.3	-3.4	-0.9	1.7
Wnt act	1	-4	6	-1	0	-4	-9	1
AddAB inh	0.8	1.8	1.8	0.2	0.3	-1.7	1.4	0.0
PvdQ inh	-8	-11	-13	8	-5	-10	-5	-1
DAGLB inh	-1	-4	2	-2	2	3	2	1
Tat export inh	-2	2	14	3	-5	5	-5	-1
phage Ecoli inh	2.1	2.7	5.2	1.4	4.0	0.9	4.2	3.1
Rtt109 Vps75	-7	4	-1	3	3	5	-10	3
PfHsp90 set2	15	-21	3	8	22	-13	6	6

25: Cc1cc(Br)ccc1NC(=O)CN1C(=O)C2CC=CCC2C1=O (stereo unspecified)
26: O=C(Nc1cc([N+](=O)[O-])ccc1F)c1ccc2c(c1)OCCO2
27: c1ccc2[nH]c(NCCN3CCOCC3)nc2c1
28: Cc1onc(-c2ccccc2)c1C(=O)Nc1nnc(CC(C)(C)C)s1
29: Cc1cccc(-n2cc[nH]c2=S)c1
30: CCC1CCCCN1CCCNC(=O)c1cc2c(=O)oc3ccc(C)cc3c2s1 (stereo unspecified)
31: Cc1ccc2[nH]c(O)c(N=Nc3nc4ccccc4s3)c2c1
32: CCCN(Cc1cc2cccc(C)c2[nH]c1=O)C(=O)c1cccc(OC)c1

Assay by compound	25	26	27	28	29	30	31	32
CAL PDZ inh	0.2	-3.1	-0.3	-1.7	0.5	-6.6	-1.4	0.0
Ecoli viability	2.5	-2.1	-0.6	1.1	-0.3	-2.9	1.5	0.4
Wnt act	-2	/	/	-4	-3	-2	-1	/
AddAB inh	1.9	-0.2	3.0	3.6	0.9	1.6	0.5	4.4
PvdQ inh	-4	17	-11	-8	-8	-15	-4	6
DAGLB inh	-2	1	1	2	1	-1	17	1
Tat export inh	-4	1	-7	12	11	-5	-16	-8
phage Ecoli inh	-0.8	4.4	0.2	1.2	-0.5	-1.1	-2.8	3.4
Rtt109 Vps75	8	-1	-3	4	-5	8	-1	-11
PfHsp90 set2	21	15	/	10	11	23	-4	0

# Two compounds from above, showing only phage Ecoli inh and PfHsp90 set2.
no.	mol	phage Ecoli inh	PfHsp90 set2
14	O=C(Cc1ccccc1)Nc1ccccc1C(=O)NCC1CCCO1 (stereo unspecified)	2.4	14
23	COc1ccccc1NC(C)C(=O)N/N=C/c1cccs1 (stereo unspecified)	4.2	6

# Next part:
33: Cn1c(SCC(=O)Nc2ccc(NC(=O)c3ccccc3)cc2)nnc1-c1ccncc1
34: COc1ccccc1NC(=O)CCSc1nnc(-c2ccc(O)cc2)o1
35: Cc1ccc(S(=O)(=O)/N=C2\C=C(Nc3cccc(C(=O)O)c3)C(=O)c3ccccc32)c(C)c1
36: COC(=O)c1cc(C#N)c(N2CCN(C)CC2)nc1C
37: COC(=O)c1cc(C(=O)N2CCc3ccccc32)cc([N+](=O)[O-])c1
38: O=C(Nc1ccc(F)cc1F)N1CCCC(c2nc(-c3ccc(F)cc3)no2)C1 (stereo unspecified)
39: O=C(O)c1ccccc1Nc1cccc(C(F)(F)F)c1
40: O=C(Cn1cc2c(n1)CCCCC2)Nc1c(F)c(F)cc(F)c1F

Assay by compound	33	34	35	36	37	38	39	40
CAL PDZ inh	-2.4	-0.7	-2.3	-0.3	/	-2.8	-0.2	0.1
Ecoli viability	-0.8	-0.8	-3.7	2.6	0.4	-0.9	0.5	2.9
Wnt act	2	0	-13	-1	0	-7	-4	0
AddAB inh	0.9	0.8	2.8	1.3	3.7	1.3	1.2	1.9
PvdQ inh	-4	-12	-5	8	-18	6	-3&-1	-1
DAGLB inh	2	1	46*	-2	-3	-5	10	-2
Tat export inh	1	-7	-1	-4	-2	2	-2&-6	-1
phage Ecoli inh	0.5	3.9	3.0	4.1	0.4	4.9	3.9	1.7
Rtt109 Vps75	-6	-1	0	5	10	64*	1&-2	1
PfHsp90 set2	-21	3	-13	-12	-11	12	-9	13

# Profiles, quoted from the list:
# O=C(Cn1cc2c(n1)CCCCC2)Nc1c(F)c(F)cc(F)c1F is listed with CAL PDZ inh: 0.1; Ecoli viability: 2.9; Wnt act: 0; AddAB inh: 1.9; PvdQ inh: -1; DAGLB inh: -2; Tat export inh: -1; phage Ecoli inh: 1.7; Rtt109 Vps75: 1; PfHsp90 set2: 13
# COC(=O)c1cc(C#N)c(N2CCN(C)CC2)nc1C is listed with CAL PDZ inh: -0.3; Ecoli viability: 2.6; Wnt act: -1; AddAB inh: 1.3; PvdQ inh: 8; DAGLB inh: -2; Tat export inh: -4; phage Ecoli inh: 4.1; Rtt109 Vps75: 5; PfHsp90 set2: -12

# (further entries)
41: COC/C=C/C1=CC2=CC(=O)C(C)(OC(=O)c3cnc4ccccc4n3)C(=O)C2=CN1c1ccccc1 (stereo unspecified)
42: Fc1ccc(/C=N/NC2=Nc3cccc4cccc2c34)cc1
43: CC(C)C(C(=O)NCC1CCCO1)N(C(=O)CNS(=O)(=O)c1ccccc1)C1CCCCC1 (stereo unspecified)
44: O=C(CCC(=O)c1ccc(Oc2ccccc2)cc1)Nc1cccc(Cl)c1
45: C=CCN(C(=O)Nc1ccccc1)C1CC(=O)N(c2ccc(OC)cc2)C1=O (stereo unspecified)
46: O=C(NCCCN1CCCC1=O)c1cc(-c2ccc(F)cc2)nc2ccccc12
47: N=C1/C(=C/c2ccc(-c3cccc(C(=O)O)c3)o2)C(=O)N=C2SC(CC(=O)N3CCOCC3)=NN12
48: CC1CC(C(F)(F)F)n2ncnc2N1 (stereo unspecified)

Assay by compound	41	42	43	44	45	46	47	48
CAL PDZ inh	/	-1.4	-2.6	-0.7	-0.2	-1.0	-2.1	-0.4
Ecoli viability	-1.5	2.7	0.1	3.6	-1.7	0.0	2.7	0.8
Wnt act	4	58*	-3	2	/	-4	8	/
AddAB inh	3.6	1.1	1.0	0.2	-2.6	-2.5	2.2	3.0
PvdQ inh	/	0	-2	-8	-6	13	13	-13
DAGLB inh	/	0	-2	-10	0	-1	0	-1
Tat export inh	/	6	-7	-5	2	2	0	0
phage Ecoli inh	1.4	2.5	2.5	3.9	3.9	1.9	1.5	1.9
Rtt109 Vps75	/	-4	-1	-5	-6	-5	-14	-6
PfHsp90 set2	/	-4	3	/	7	-12	-15	-15

49: CS(=O)(=O)N(Cc1ccccc1)c1ccc(C(=O)NC2CCCCC2O)cc1 (stereo unspecified)
50: COc1ccc(C)cc1NC(=O)C1CCN(C(=O)c2ccco2)CC1
51: Cc1occc1C(=O)NCc1nc(-c2ccccc2)no1
52: Cc1cccc(NC(=O)COc2ccc3c(c2)CCC3)n1

Assay by compound	49	50	51	52
CAL PDZ inh	-0.4	-1.6	-2.7	-3.7
Ecoli viability	-0.9	-1.1	-1.5	/
Wnt act	/	0	0	2
AddAB inh	-2.4	3.0	1.6	/
PvdQ inh	-4	9	-10	15
DAGLB inh	1	-2	0	-19
Tat export inh	0	-5	-1	-22
phage Ecoli inh	0.4	2.2	2.0	3.0
Rtt109 Vps75	0	5	-2	7
PfHsp90 set2	35	16	10	0
